Shiga toxin inh – A qHTS for Small Molecule Inhibitors of Shiga Toxin | Vero cells, Shiga toxin protein synthesis inhibition reporter | inhibition, % at 38.7 µM | 9.2% of 290,000 active; in the data active means inhibition mostly above about 28%, no sharp cut-off; inactive means mostly below about 43%; further: 0% is about no effect
Pf growth 96h – Primary qHTS for delayed death inhibitors of the malarial parasite plastid, 96 hour incubation; P. falciparum luciferase reporter growth, 96 h; Potency, µM (titrated, usually from 28.7 µM), for the others: top-dose activity change, negative = inhibition, hits mostly inhibitors; 6.9% of 320,000 active; further: potency means the concentration at half of the fitted maximal effect; on the % scale 0 is the no-effect control and ±100 the full control effect
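P. falciparum expressing integrated firefly luciferase, in erythrocytes at 2% hematocrit, 0.05% parasitemia, incubated with compounds 96 h at 37 C, 5% CO2. Growth inhibition read as loss of luminescence; two-generation exposure targets delayed-death apicoplast inhibitors.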
Tb PYK inh – qHTS of Trypanosoma Brucei Inhibitors; TbPYK enzyme, Kinase-Glo Plus ATP luminescence, 45 min; 0.12% of 410,000 active; AID 624173, 2012; Potency, µM (doses to about 76.8 µM), inactives show at the top dose activity, negative = inhibition, most hits filed as inhibitors; further: potency means the concentration at half of the fitted maximal effect; on the % scale 0 is the no-effect control and ±100 the full control effect; nearly all actives have a fitted effect of over 50% in size
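Screened from lowest to highest concentration, compounds were pinned into TbPYK/substrate mixtures, and ADP (130 uM final) was added. Plates sat at room temperature for 45 min prior to Kinase-Glo Plus detection by luminescence.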
LmPK inh – qHTS Assay for Inhibitors of Leishmania Mexicana Pyruvate Kinase (LmPK) | purified LmPK, Kinase-Glo ATP luminescence, 1 h | 0.37% of 290,000 active | Potency, µM (top dose mostly 57.5 µM), without a hit: at the top dose activity change, negative = inhibition, most hits filed as inhibitors; further: potency means the concentration at half of the fitted maximal effect; on the % scale 0 is the no-effect control and ±100 the full control effect
Target sequence (Q27686 whole entry, looked up): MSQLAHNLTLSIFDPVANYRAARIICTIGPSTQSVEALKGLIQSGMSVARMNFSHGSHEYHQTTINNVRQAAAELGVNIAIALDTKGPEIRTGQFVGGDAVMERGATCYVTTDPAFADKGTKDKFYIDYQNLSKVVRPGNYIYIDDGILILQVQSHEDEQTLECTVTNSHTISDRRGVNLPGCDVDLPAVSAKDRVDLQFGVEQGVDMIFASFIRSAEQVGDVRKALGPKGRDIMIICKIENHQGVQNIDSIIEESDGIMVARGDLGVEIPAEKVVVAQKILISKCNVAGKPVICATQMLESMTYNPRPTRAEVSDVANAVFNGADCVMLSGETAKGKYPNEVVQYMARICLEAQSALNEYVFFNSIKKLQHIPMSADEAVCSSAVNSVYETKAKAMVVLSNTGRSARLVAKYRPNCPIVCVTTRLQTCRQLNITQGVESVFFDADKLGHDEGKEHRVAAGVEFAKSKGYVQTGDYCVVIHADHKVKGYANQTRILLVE
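Purified LmPK (0.1 nM) converted ADP (0.1 mM) to ATP with PEP (0.5 mM) in imidazole buffer pH 7.2 with KCl and MgCl2, 1 h at room temperature. ATP was read by Kinase-Glo luminescence; data normalized to uninhibited and no-enzyme controls.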
Cycloheximide cs – Cycloheximide Counterscreen for Small Molecule Inhibitors of Shiga Toxin | cell reporter, cycloheximide protein synthesis inhibition counterscreen | max response, % | 12% of 300,000 active; in the data active means max response mostly above about 13%, no sharp cut-off; inactive means mostly below about 14%; further: read at 38.3 µM for the half of the compounds with a filed dose; 0% is about no effect
Pf growth 48h – Primary qHTS for delayed death inhibitors of the malarial parasite plastid, 48 hour incubation; P. falciparum luciferase growth in erythrocytes, 48 h; Potency, µM (doses to about 28.7 µM), for inactives: at the highest dose activity change, negative = inhibition, most hits filed as inhibitors; 5.9% of 310,000 active; further: potency means the concentration at half of the fitted maximal effect; on the % scale 0 is the no-effect control and ±100 the full control effect
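Here the parasites carry a stable luciferase gene and grow inside erythrocytes in Albumax-based RPMI medium with compound for one erythrocytic cycle. Activity is scored as loss of luminescent signal.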
AmpC inh no detg – qHTS Inhibitors of AmpC Beta-Lactamase (assay without detergent); P00811; AmpC nitrocefin hydrolysis, absorbance 480 nm, 0.0001% Triton; Potency, µM (series often up to 57.1 µM), inactives show top-dose activity change, negative = inhibition, usual class: inhibitors; 0.52% of 330,000 active; AID 485341, 2010;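 further: potency means the concentration at half of the fitted maximal effect; plate controls were no compound for no effect and no enzyme for full effect; nearly all actives have a fitted effect of over 20% in size; some results filed as inactive show a strong effect at the top dose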
Target sequence (P00811 whole entry, looked up): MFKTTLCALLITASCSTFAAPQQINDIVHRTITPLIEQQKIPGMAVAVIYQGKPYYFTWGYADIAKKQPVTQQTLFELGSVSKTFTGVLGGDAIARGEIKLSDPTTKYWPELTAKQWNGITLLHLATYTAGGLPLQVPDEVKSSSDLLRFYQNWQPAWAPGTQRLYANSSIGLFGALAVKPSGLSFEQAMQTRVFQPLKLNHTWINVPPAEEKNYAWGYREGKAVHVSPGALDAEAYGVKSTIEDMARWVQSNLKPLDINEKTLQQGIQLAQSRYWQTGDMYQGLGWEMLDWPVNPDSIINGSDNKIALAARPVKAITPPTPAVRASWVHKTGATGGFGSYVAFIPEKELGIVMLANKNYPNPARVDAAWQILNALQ
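AmpC (5.3 nM in the dispensed reagent) in 20 mM phosphate pH 7.0 with 0.01% (detergent screen) or 0.0001% Triton X-100 was preincubated with compounds for 15 min at room temperature. Nitrocefin was then added from an 800 uM solution, and hydrolysis was followed at 480 nm.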
Active calls of the source: *; ? = inconclusive; nt = not tested or not shown; + = active, no number; & = joins results of further samples; [ ] = dose if it differs, or a comment. Unless noted, the call rests on the fitted dose curve; in most records, active means well fitted curve in the direction sought with a large enough effect; inconclusive means small, poorly fitted or top-dose-only effect, or another doubt; inactive means no such curve, though single readings can be large; an effect the other way counts as inactive or inconclusive.

Values in the order – Shiga toxin inh	Pf growth 96h	Tb PYK inh	LmPK inh	Cycloheximide cs	Pf growth 48h	AmpC inh no detg
1	Cc1onc(-c2c(F)cccc2Cl)c1C(=O)OCC(=O)NCc1ccco1
  -3.3	nt	-7.5%	-0.8%	1.0	?	-42.7%
2	Cc1ccc(S(=O)(=O)N(C)c2c(C)ccc(S(=O)(=O)N3CCN(C)CC3)c2C)cc1
  -11.3	?	20.5%	-1.8%	-2.2	-27.5%	107.6%[activator]
3	Cc1cc(C)cc(NC(=O)CN(c2ccc(F)cc2)S(C)(=O)=O)c1
  49.7	?	-18.4%	-3.0%	6.3	8.1%	11.0%
4	Cc1c(NC(=O)Cn2cc([N+](=O)[O-])cn2)c(=O)n(-c2ccccc2)n1C
  -12.8	?	-4.1%	-6.6%	0.5	37.5%[activator]	1.9%
5	Cc1cc(/C=C2/C(=O)NC(=O)N(c3ccc(Br)cc3)C2=O)c(C)n1C
  22.7	8.5%	3.6%	2.6%	-2.9	-0.6%	-10.8%
6	O=C(COC(=O)CCc1ccc(S(=O)(=O)N2CCOCC2)cc1)NC1CCCC1
  -7.4	53.5%[activator]	-10.3%	-0.3%	2.0	10.1%	-4.5%
7	CCC1CN(C(=O)NCc2ccc(C)cc2)c2cc(C)ccc2O1 (stereo not given)
  37.2	?	-6.6%&1.1%	8.0%	6.0	?	2.3%
8	CCN(CCCNC(=O)C1CCN(S(=O)(=O)CC)CC1)c1ccccc1
  -9.0	8.1%	8.7%	-7.5%	7.5	-5.2%	7.9%
9	Cc1ccc2c(c1)C(c1ccccc1)N(C(=O)CC(C)C)CC(=O)N2 (stereo not given)
  33.4	?	-3.9%	2.4%	2.5	?	16.8%
10	O=C(COc1ccc(Cl)cc1Cl)N1CCN(C/C=C/c2ccccc2)CC1
  10.9	?	1.6%	2.8%	11.9	nt	148.8%[activator]

Pulled one by one from the list above:
Values in the order – Shiga toxin inh	Pf growth 96h	Tb PYK inh	LmPK inh	Cycloheximide cs	Pf growth 48h	AmpC inh no detg
2	Cc1ccc(S(=O)(=O)N(C)c2c(C)ccc(S(=O)(=O)N3CCN(C)CC3)c2C)cc1
  -11.3	?	20.5%	-1.8%	-2.2	-27.5%	107.6%[activator]
7	CCC1CN(C(=O)NCc2ccc(C)cc2)c2cc(C)ccc2O1 (stereo not given)
  37.2	?	-6.6%&1.1%	8.0%	6.0	?	2.3%

(cont.)
Values in the order – Shiga toxin inh	Pf growth 96h	Tb PYK inh	LmPK inh	Cycloheximide cs	Pf growth 48h	AmpC inh no detg
11	CCN(CC)S(=O)(=O)c1ccc(OC(C)C)c(N)c1
  15.9	9.6%	4.2%	-4.0%	-3.4	-19.8%	2.8%
12	Cc1n[nH]c(C)c1S(=O)(=O)N1CCCC(C(=O)NCc2cccs2)C1 (stereo not given)
  1.7	28.3%	4.0%	2.5%	1.4	nt	-10.6%
13	COc1cccc(C(=O)Nc2ccc(NC(=O)c3ccco3)nc2)c1
  193.8*	nt	19.7%	-2.9%	62.8*	224.9%[activator]	-11.0%
14	Cc1nn(Cc2ccc(Cl)cc2Cl)c(Cl)c1/C=C/C(=O)OCC(=O)NCC(F)(F)F
  -2.0	-14.5%	1.7%	4.5%	-7.0	nt	-10.5%
15	Cc1noc(C)c1CSCC(=O)Nc1nc2ccc(Oc3ccccc3)cc2s1
  -10.8	?	-5.0%	9.1%	1.8	nt	-6.8%
16	Cc1ccc(C(C)C)c(OCC(=O)Nc2cccc(S(=O)(=O)NC3=NCCCCC3)c2)c1
  -29.9	-2.1%	-7.9%	-10.3%	5.3	-21.5%	6.6%
17	CN(Cc1nc(Cc2ccccc2F)no1)CC1(N2CCOCC2)CCCCC1
  12.0	?	-6.0%	8.8%	-1.6	?	39.5%
18	COc1ccc(C)cc1Nc1n[n+](-c2ccccc2)c(-c2c(OC)ccc3ccccc23)s1
  nt	?	-4.8%	nt	nt	3.7µM*	14.1%
19	CC(C)C(O)(c1ccccc1)C(CN1CCOCC1)c1ccccc1 (stereo not given)
  -4.4	12.0%	1.9%	-5.1%	-2.8	?	146.0%[activator]
20	O=C(CSc1nccc(=O)[nH]1)c1cc2ccccc2o1
  47.4*	13.8%	-12.4%	-8.1%	34.2*	25.1%	-43.6%

Part of the list above, reduced to Pf growth 48h, LmPK inh and AmpC inh no detg:
no. | smiles | Pf growth 48h | LmPK inh | AmpC inh no detg
16 | Cc1ccc(C(C)C)c(OCC(=O)Nc2cccc(S(=O)(=O)NC3=NCCCCC3)c2)c1 | -21.5% | -10.3% | 6.6%
17 | CN(Cc1nc(Cc2ccccc2F)no1)CC1(N2CCOCC2)CCCCC1 | ? | 8.8% | 39.5%
18 | COc1ccc(C)cc1Nc1n[n+](-c2ccccc2)c(-c2c(OC)ccc3ccccc23)s1 | 3.7µM* | nt | 14.1%
19 | CC(C)C(O)(c1ccccc1)C(CN1CCOCC1)c1ccccc1 (stereo not given) | ? | -5.1% | 146.0%[activator]

(listing goes on)
Values in the order – Shiga toxin inh	Pf growth 96h	Tb PYK inh	LmPK inh	Cycloheximide cs	Pf growth 48h	AmpC inh no detg
21	COC(=O)COc1ccc(-c2nccc(-c3ccccn3)n2)cc1
  -5.6	?	1.3%	1.9%	4.6	?	-9.9%
22	CCc1c(C)nc2ncnn2c1N1CCCC(C(=O)NCCc2ccc(OC)cc2)C1 (stereo not given)
  8.0	0.3%	0.8%	3.0%	-3.7	?	30.7%
23	C/C(=N/NC(=O)CNC(=O)C1COc2ccccc2O1)c1ccc2c(c1)OCCO2 (stereo not given)
  -8.2	?	0.8%	-10.3%	3.7	24.9%	-37.5%
24	Cn1c(=O)c(C(=O)COC(=O)c2cc(C3CC3)nc3ccccc23)c(N)n(Cc2ccccc2)c1=O
  -11.8	9.28µM*	-2.6%	3.4%	-4.0	?	6.0%
25	CCOC(=O)c1[nH]c2c(c1C)C(=O)CC(c1ccc(N(C)C)cc1)C2 (stereo not given)
  2.9*	1.6%	-2.9%	-4.5%	25.5*	?	-22.3%
26	CSc1ccccc1OCc1cc(C(=O)N[C@H]2CCCCNC2=O)no1
  128.0*	?	-6.8%	1.9%	57.3*	?	-2.7%
27	COc1ccc(CC2(C)OC(c3ccc(C)cc3)=NN2C(C)=O)cc1 (stereo not given)
  10.2	?	0.8%	-1.3%	-2.4	?	56.0%
28	CCOc1ccc(Nc2nc3cc(S(=O)(=O)N(CC)CC)ccc3o2)cc1
  -2.1	nt	-28.0%	-9.9%	6.8	10.4µM*	-6.9%
29	Cc1ccc(C[n+]2c(-c3ccc(C)cc3)cc(-c3ccc(C)cc3)cc2-c2ccc(C)cc2)cc1
  nt	?	-1.8%	nt	nt	0.329µM*	91.1%[activator]
30	N#Cc1c(-c2ccccc2)c(-c2ccccc2)nn(CC(=O)NNC(=O)Nc2ccc(Cl)c(Cl)c2)c1=O
  -27.6	nt	-1.1%	0.6%	5.4	3.6%	-14.8%
31	CCOC(=O)c1ccc(NC(=O)CSCc2ccco2)cc1
  31.9*	?	-5.3%	5.0%	12.6*	?	-35.1%
32	O=C(O)CCC(=O)N1CCN(c2ccc(C(=O)c3ccc(F)cc3)cc2)CC1
  12.3	nt	4.1%	-6.3%	0.5	-16.0%	-2.9%
33	O=C(NCc1cn(-c2ccccc2)nc1-c1ccccc1)c1cc([N+](=O)[O-])cc([N+](=O)[O-])c1
  -16.4	?	-4.9%	4.3%	1.0	?	-25.9%
34	O=C(COc1ccc(Cl)cc1Cl)N1CCN(C(=O)c2ccco2)CC1
  -7.7	46.8%[activator]	8.1%	-3.8%	-1.1	-15.3%	24.5%
35	C=CCSc1nc2[nH]ncc2c(=O)[nH]1
  -10.0	?	-9.5%	-5.2%	-1.3	9.3%	-10.9%
36	O=C(NC1C2CC3CC(C2)CC1C3)c1ccc2c(c1)OCO2 (stereo not given)
  35.7*	?	-2.5%	-3.9%	27.7*	-4.9%	-2.8%
37	O=C(Nc1nc2ccccc2s1)C1CC(=O)N(c2ccc(F)cc2)C1 (stereo not given)
  -15.3	3.6%	6.8%	3.6%	-1.1	4.6%	nt
38	O=C1C2=C(C(=O)c3ccccc31)C1O[C@](c3ccsc3)(Cc3c1ccc1ccccc31)O2
  +	?	nt	-5.0%[11.5 µM]	32.5*	?	-50.5%[11.4 µM]
39	O=C(CSc1nnc(-c2ccccn2)n1Cc1ccco1)c1ccc(Cl)cc1
  -10.9	nt	11.5%	7.4%	-2.6	-29.3%	8.0%
40	O=C(N/N=C/c1ccc(OC(=O)c2cccs2)cc1)c1ccc(F)cc1
  2.5	39.8%[activator]	7.7%	1.1%	-2.4	10.5%	-21.2%
41	O=C(CSc1nnc(Cc2ccccc2)o1)N1CCc2ccccc21
  21.2	-22.9%	28.9%	2.8%	-1.2	10.6%	-12.4%
42	CC(=O)N1CCOc2ccc(S(=O)(=O)NCCc3ccccc3)cc21
  -1.0	?	-1.4%	1.8%	11.7	9.9%	-4.7%
43	O=C(NCCN1CCN(S(=O)(=O)c2ccccc2)CC1)C(=O)Nc1ccc(F)cc1
  -8.4	21.9%	4.5%	-1.9%	-1.4	13.1%	-6.9%
44	CN(C)/C=N/S(=O)(=O)c1ccc(Cl)cc1
  37.6	19.3%	-2.0%	-1.7%	-8.3	0.0%	-16.2%
45	COc1ccc(N2CCN(C(=O)CCc3ccccc3OC)CC2)cc1
  4.7	-14.2%	-3.1%	-1.9%	-3.0	nt	54.2%
46	O=C(c1ccccc1)N1CCC2(CC1)NCCc1[nH]cnc12
  -3.5	36.7%[activator]	0.6%	-4.1%	12.9	40.4%[activator]	-19.5%
47	Cc1ccc(S(=O)(=O)N2CCC(NC(=O)c3cccc(F)c3)CC2)cc1
  12.8	-18.4%	-3.4%	-1.7%	-0.6	-27.9%	0.8%
48	Cc1nnc(Nc2ccc(C(=O)O)cc2)[nH]c1=O
  -18.7	3.4%	-4.2%	-1.4%	-1.6	3.6%	-12.0%
49	CC1CCN(CCCNC(=O)c2cc3c(=O)n(C)c4ccccc4c3n2C)CC1
  -9.1	7.38µM*	-4.3%	13.8%	-5.7	nt	13.1%
50	CC(C)(C)NCC(O)c1cc(O)cc(O)c1 (stereo not given)
  0.6	-0.6%	-2.9%	-3.7%	0.4	-5.4%	-43.0%
51	Cc1ccc(CNC(=O)c2ccc(CS(=O)Cc3ccccc3Cl)o2)cc1 (stereo not given)
  20.2	-5.5%	-9.8%	2.4%	-1.3	36.8%[activator]	91.7%[activator]
52	CCc1ccc(OCC(=O)Nc2ncn[nH]2)cc1
  57.6*	304.6%[activator]	-6.4%	-13.5%	24.8*	117.2%[activator]	-7.8%
53	COc1ccc(NC(=O)CC2C(=O)NCCN2C(=O)c2ccccc2)cc1 (stereo not given)
  17.4	9.9%	2.0%	-5.8%	-3.0	30.3%[activator]	-10.2%
54	O=C(CSc1ccccc1C(=O)O)Nc1ccc2c(c1)OCO2
  nt	-16.2%	2.4%	nt	nt	-18.9%	-9.8%
